# Bioassay records deposited in PubChem BioAssay by The Scripps Research Institute Molecular Screening Center.
# PAD4 FP inh = PAD4 (human) enzyme inhibition. Q9UM07. recombinant PAD4, RCA probe fluorescence polarization. inhibition, % at 6.36 µM. 330,000 compounds, 0.41% hits. AID 485272;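 active = percent inhibition above a cutoff equal to the mean of all tested compounds plus 3 SD, cut at about 15% in these data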;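 note: 0% = PAD4 with RCA probe and DMSO and 100% = probe without PAD4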
# LYPLA1 inh = LYPLA1 (human) inhibition in PME1 counter-screen | inhibition, % at 5.9 µM | recombinant LYPLA1, FP-Rh probe fluorescence polarization | 320,000 compounds, 0.16% hits | O75608;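 active = inhibition above the mean of all tested compounds plus 3 SD, set per campaign, cut at about 14% in these data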;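 note: inhibitors block serine hydrolase probe labeling of LYPLA1 so polarization falls; 0% = enzyme with DMSO and 100% = wells lacking LYPLA1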
# LYPLA2 counter = counter-screen for PME1 inhibitors: inhibitors of human LYPLA2. O95372. recombinant LYPLA2, FP-Rh probe fluorescence polarization. inhibition, % at 5.9 µM. 320,000 compounds, 0.38% hits;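 active = inhibition above the screen-wide mean plus 3 SD, limit set per campaign, cut at about 26% in these data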;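 note: 0% = LYPLA2 with DMSO and 100% = wells lacking LYPLA2 enzyme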
# Target sequence (O95372 whole entry, looked up): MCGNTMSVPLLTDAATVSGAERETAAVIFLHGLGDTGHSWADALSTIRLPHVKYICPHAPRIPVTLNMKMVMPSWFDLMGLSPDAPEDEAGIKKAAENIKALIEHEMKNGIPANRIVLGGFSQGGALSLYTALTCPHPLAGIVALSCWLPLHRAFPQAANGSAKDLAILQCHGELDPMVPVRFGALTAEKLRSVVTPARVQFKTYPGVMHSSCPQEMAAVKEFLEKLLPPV
# PAFAH1B2 FP inh = PAFAH1B2 (human) inhibition; recombinant PAFAH1B2, FP-rhodamine activity probe, fluorescence polarization; P68402; inhibition, % at 3.39 µM; AID 492953; 340,000 compounds, 1.2% hits;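 active = inhibition above the mean of all tested compounds plus 3 SD, cut at about 24% in these data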;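 note: 0% = enzyme with DMSO and 100% = wells lacking PAFAH1B2; many of its hits are not listed in these tables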
# GSTO1 inh = counter-screen for RBBP9 inhibitors: inhibitors of human GSTO1. 300,000 compounds, 1.1% hits. AID 1974. recombinant GSTO1, activity-based probe fluorescence polarization. P78417. inhibition, % at 5.96 µM;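 active = inhibition above the campaign mean inhibition plus 3 SD, cut at about 35% in these data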;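 note: 0% = GSTO1-1 with DMSO and 100% = wells lacking GSTO1-1 enzyme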
# PAFAH1B3 FP inh = PAFAH1B3 (human) inhibition. Q15102. recombinant PAFAH1B3, FP-rhodamine probe, fluorescence polarization. inhibition, % at 3.39 µM. 340,000 compounds, 0.28% hits. AID 492972;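 active = inhibition above the screen-wide average of all tested compounds plus 3 SD, cut at about 25% in these data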;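 note: 0% = enzyme with DMSO only and 100% = wells lacking PAFAH1B3 protein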
# Target sequence (Q15102 whole entry, looked up): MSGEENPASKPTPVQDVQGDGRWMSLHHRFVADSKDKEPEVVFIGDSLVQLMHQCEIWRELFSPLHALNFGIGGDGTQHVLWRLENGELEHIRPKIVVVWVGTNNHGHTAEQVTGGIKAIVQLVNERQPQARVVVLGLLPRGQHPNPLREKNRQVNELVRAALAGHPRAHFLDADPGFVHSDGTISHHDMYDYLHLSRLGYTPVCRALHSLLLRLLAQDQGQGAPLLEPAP
# PME-1 primary = PME-1 (human) inhibition | AID 2130 | 320,000 compounds, 0.53% hits | Q9Y570 | recombinant PME-1, FP-Rh probe fluorescence polarization | inhibition, % at 5.9 µM;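 active = inhibition above the campaign mean of all compounds plus 3 SD, cut at about 26% in these data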;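 note: competitive labeling of PME-1 active site by serine hydrolase directed probe; 0% = PME-1 with DMSO and 100% = wells lacking PME-1 enzyme; inhibitors block probe labeling so polarization falls and inhibition rises; many of its hits are not listed in these tables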
# pPAFAH FP inh = pPAFAH (human) enzyme inhibition; Q13093; recombinant pPAFAH, FP-rhodamine probe fluorescence polarization; inhibition, % at 3.39 µM; 330,000 compounds, 1.5% hits;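 active = inhibition above the mean inhibition across the screen plus 3 SD, cut at about 25% in these data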;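 note: inhibitors block binding of the rhodamine activity-based probe so polarization drops; 0% = enzyme with DMSO and 100% = wells lacking pPAFAH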
# Target sequence (Q13093 whole entry, looked up): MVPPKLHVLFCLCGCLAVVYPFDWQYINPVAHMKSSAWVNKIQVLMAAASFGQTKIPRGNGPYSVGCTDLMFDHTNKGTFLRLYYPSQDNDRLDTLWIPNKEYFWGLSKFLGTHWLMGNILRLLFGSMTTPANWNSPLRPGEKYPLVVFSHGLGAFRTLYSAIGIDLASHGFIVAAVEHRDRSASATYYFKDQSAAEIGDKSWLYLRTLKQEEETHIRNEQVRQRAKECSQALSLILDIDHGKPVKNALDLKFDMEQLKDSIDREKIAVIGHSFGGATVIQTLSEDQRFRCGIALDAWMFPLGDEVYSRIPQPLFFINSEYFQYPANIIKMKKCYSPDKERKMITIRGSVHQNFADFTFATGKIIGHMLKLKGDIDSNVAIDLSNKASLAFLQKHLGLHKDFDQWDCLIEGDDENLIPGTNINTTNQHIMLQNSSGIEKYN
# PAFAH2 inh = inhibitors of human PAFAH2 | 340,000 compounds, 0.99% hits | inhibition, % at 3.39 µM | recombinant PAFAH2, FP-rhodamine activity probe, fluorescence polarization;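 active = inhibition above the mean over all tested compounds plus 3 SD, cut at about 30% in these data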;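 note: inhibitors block probe labeling of enzyme so polarization drops; 0% = enzyme with DMSO and 100% = wells lacking PAFAH2 protein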
# Starred values were filed as active, the others as inactive; . = no result given.
SMILES,PAD4 FP inh,LYPLA1 inh,LYPLA2 counter,PAFAH1B2 FP inh,GSTO1 inh,PAFAH1B3 FP inh,PME-1 primary,pPAFAH FP inh,PAFAH2 inh
Cc1ccc(C(=O)NC2CCC(C)CC2)s1 (stereo not given),-6,2,2,5,-5,2,3,7,-1
Cc1noc(NS(=O)(=O)c2ccc(NC(=O)c3cccc(S(=O)(=O)Nc4ccccc4F)c3)cc2)c1C,3,.,.,2,.,9,.,-1,6
CCCOc1ccc(/C=N/NC(=O)C(=O)Nc2ccccn2)cc1,-1,-2,8,-2,8,8,-5,10,-2
O=C(NC(=S)NC1C2CC3CC(C2)CC1C3)C12CC3CC(CC(C3)C1)C2 (stereo not given),3,3,0,0,-1,-7,3,-1,9
COc1cc(NC(=O)C2=CC(c3cccs3)=NS(=O)(=O)N2C)cc(OC)c1OC,0,2,-8,2,1,9,2,6,-4
COc1cc(SC)ccc1C(=O)Nc1ccon1,8,-2,2,1,-2,3,-7,-2,-4
O=C(N/N=C/C=C/c1ccco1)c1cccnc1,-2,-1,6,7,5,9,2,1,6
Cc1c2c(nc3c(C(=O)NC4CCCC4)cnn13)CCCC2,-6,4,-2,6,2,2,0,-5,-3
CCOC(=O)c1oc2ccccc2c1NC(=O)c1cccc(OC)c1OC,1,-7,-6,-4,-3,-3,-1,1,-9
CCCNc1nc(OC(C(F)(F)F)C(F)(F)F)nc(OC(C(F)(F)F)C(F)(F)F)n1,1,4,-2,7,1,9,-3,-5,4

# Quoted from the listing:
# O=C(NC(=S)NC1C2CC3CC(C2)CC1C3)C12CC3CC(CC(C3)C1)C2 (stereo not given) | LYPLA2 counter = 0
# COc1cc(NC(=O)C2=CC(c3cccs3)=NS(=O)(=O)N2C)cc(OC)c1OC | PAFAH1B2 FP inh = 2
# COc1cc(SC)ccc1C(=O)Nc1ccon1 | PAFAH1B3 FP inh = 3

# Going on with the list:
SMILES,PAD4 FP inh,LYPLA1 inh,LYPLA2 counter,PAFAH1B2 FP inh,GSTO1 inh,PAFAH1B3 FP inh,PME-1 primary,pPAFAH FP inh,PAFAH2 inh
O=c1[nH]c(CN2CCOCC2)nc2ccccc12,-4,-1,-2,-1,-2,5,-1,3,10
Cc1cccc(CN2CCN(C(=O)CN(C)C(C)C(=O)Nc3ccc(C(N)=O)cc3)CC2)c1 (stereo not given),2,-1,1,4,.,4,2,2,-4
CCO/C=N/Nc1nc(C(F)(F)F)nc2c1cnn2Cc1ccccc1,1,-8,-4,-2,-2,2,3,4,4
COc1ccc(CCC(=O)N2CCCC(Nc3ccccc3)C2)cc1OC (stereo not given),2,0,1,1,1,3,-11,-5,1
CC1CCc2cc(F)ccc2N1C(=O)c1cccnc1 (stereo not given),-5,5,3,9,-4,3,-7,-5,5
Cc1cc(C(=O)N2CCN(c3ccc([N+](=O)[O-])cc3)CC2)c(C)o1,0,6,6,0,0,6,1,2,-3
Cc1ccccc1Cn1cnc2ccccc21,0,0,7,-2,11,-3,-2,-4,0
CC1CC(C)CN(C(=O)COC(=O)Cc2c[nH]c3ccccc23)C1 (stereo not given),-1,4,3,8,0,2,2,1,1
COc1ccc(-n2nc(C(=O)NCC(=O)N3CCCC(C)C3)c3ccccc3c2=O)cc1Cl (stereo not given),-3,-2,5,4,-4,4,-6,2,-5
COc1ccc(/C=C/c2cc[n+](C(=O)Cc3ccccc3)cc2)cc1,-1,2,12,-2,-2,3,1,6,7
CS(=O)(=O)N(CC(=O)N1CCCCCC1)c1ccc(Cl)cc1,0,-1,2,1,-1,-5,-1,0,-3
CCCCS(=O)(=O)Nc1ccc(C)cn1,0,-2,4,1,7,-1,2,8,-6
CCC(=O)Nc1ncc2c(n1)CC(c1ccco1)CC2=O (stereo not given),-6,1,3,7,1,-7,0,7,3
CN(C)C(CNC(=O)c1ccc2c(c1)S(=O)(=O)c1ccccc1C2=O)c1ccco1 (stereo not given),-1,2,5,9,10,3,8,0,9
COc1ccc([C@@H](C)NC(=O)CCc2nnc(-c3cc(C)on3)o2)cc1,1,1,-2,3,15,8,-6,1,3
COc1ccccc1CNC(=O)c1ccc(S(=O)(=O)N2CCCC2)cc1,-5,1,-1,3,4,3,1,9,1
Cc1ccc(C(=O)Cn2nnc3ccccc32)cc1,-1,5,21,5,0,4,4,-1,4
CN(Cc1ccc(F)cc1)C(=O)COc1ccccc1-c1ccccc1,-8,-1,-3,7,3,1,-7,2,4
NNC(=O)CNc1cccc(Br)c1,-1,-3,3,5,5,0,-5,1,4
COc1ccccc1-c1nnc(NC(C)=O)s1,0,1,-5,8,-5,11,0,5,-1
Cc1cc(SCCOc2ccccc2)nc(N)n1,1,2,1,0,6,6,-2,3,-12
Cc1ccc(C)c(NC(=O)CS(=O)(=O)c2cccc3nsnc23)c1,0,3,8,-2,-2,0,4,2,-4
CCOc1ccc(NC(=O)COc2ccc(S(=O)(=O)N3CCCC3)cc2)cc1,-1,4,0,7,-1,2,1,6,10
O=C1c2ccccc2C(=O)c2c1cccc2N1CCCC1,28*,4,10,5,56*,9,22,20,8
COc1ccccc1CNC(=O)CSc1n[nH]c(N)n1,-2,-1,-5,-2,8,-5,3,-1,-1
Cn1c(-c2nonc2N)nc2ccccc21,-4,-1,-6,6,-2,5,8,5,0
O=S(=O)(/N=C(\c1ccc(Cl)cc1)N1CCOCC1)c1ccccc1,1,-5,1,1,3,-1,-1,4,-7
Cc1ccc(-c2cn(-c3ccccc3)c(SCC(N)=O)n2)cc1C,-2,-3,-7,-4,5,2,5,30*,8
CCOC(=O)C1CCN(S(=O)(=O)c2ccc(-c3ccccn3)s2)CC1,0,1,5,.,-2,.,-5,3,.
CC(=O)NC12CC3CC(C1)CC(C(=O)N1CCN(S(=O)(=O)c4cccc(F)c4)CC1)(C3)C2,4,1,5,7,4,8,10,3,0
COc1ccccc1S(=O)(=O)N1CCN(S(=O)(=O)c2cccs2)CC1,3,-5,-2,-1,.,-3,2,4,-5
CC1CCCN(Cc2nc3c(c(=O)n(C)c(=O)n3C)n2CC(N)=O)C1 (stereo not given),2,-3,-3,-1,5,3,5,-2,-3
Cc1cc(C)nc(SCC(=O)Nc2ccc(S(=O)(=O)Nc3ncccn3)cc2)n1,-3,-1,-5,0,-7,1,0,0,-12
OC(COCc1ccccc1)CN1CCCCC1 (stereo not given),1,-4,-3,-1,3,5,0,7,2
CC1(C)NC(=O)N(CCOCCOc2ccccc2-c2ccccc2)C1=O,-1,1,-6,2,5,3,-13,-1,9
Cc1ccc([N+](=O)[O-])cc1NC(=O)c1c(-c2ccccc2)noc1C,0,1,2,1,-1,-3,4,3,2
CCOC(=O)C1=NNC2(c3ccc(Cl)cc3)C(=O)N(c3cc(C)cc(C)c3)C(=O)C12 (stereo not given),2,-9,-3,5,18,4,-21,-3,-3
CCCCN(C)C1=Nc2cccc3cccc1c23,-3,-2,3,1,4,10,4,7,4
CN(C)C(=O)CN(C)S(=O)(=O)c1ccc(Cl)cc1,2,1,4,6,4,-2,-2,-1,10
CCn1c(=O)c(C(C)=O)c(O)c2ccccc21,-6,7,9,3,0,-3,6,-2,-4
Cc1c(N=C2N=C(NC(=O)Nc3ccc(Cl)cc3)c3ccccc32)c(=O)n(-c2ccccc2)n1C,-4,-6,2,6,8,-2,0,3,3
Cc1cc(N2CCCC2)nc2ccccc12,-1,-1,-6,-1,2,-1,2,-5,-3
Cc1ccc(NC(=O)CS(=O)CC(=O)N(CC(=O)NC(C)(C)C)c2cccc(C)c2C)cc1 (stereo not given),-4,3,-5,12,-3,4,6,2,0
CN(C(=O)CSc1ncc(C(F)(F)F)cc1Cl)c1c(N)n(Cc2ccccc2)c(=O)[nH]c1=O,-3,-1,-2,3,-7,3,2,3,7
Cc1ccc(S(=O)(=O)N2CCC(C(=O)NCCc3ccc(S(N)(=O)=O)cc3)CC2)cc1,-2,3,10,5,4,4,7,6,-1
O=C1CC(N2CCN(c3ccccc3Cl)CC2)C(=O)N1c1cccc(F)c1 (stereo not given),-2,-2,2,2,3,-2,-4,0,3
O=C(Nc1ccc(Cl)c(S(=O)(=O)N2CCOCC2)c1)c1ccc2c(c1)OCCO2,-2,-10,-14,2,0,1,5,2,0
CCC(C)c1ccc(NC(=S)NC(C)C2CCCO2)cc1 (stereo not given),1,2,6,4,0,13,9,5,1
CCOC(=O)c1c(C)n(C)c2cc(-c3ccc(C)cc3)c(O)cc12,-4,1,-3,-2,-8,0,-1,2,-3
O=C(CN(Cc1ccc(F)cc1)C(=O)CCC(=O)Nc1ccccn1)NCc1ccco1,2,3,10,2,0,6,4,1,1

# The list goes on:
SMILES,PAD4 FP inh,LYPLA1 inh,LYPLA2 counter,PAFAH1B2 FP inh,GSTO1 inh,PAFAH1B3 FP inh,PME-1 primary,pPAFAH FP inh,PAFAH2 inh
COc1cc(/C=C(/C#N)c2ccc(F)cc2)ccc1OCc1ccc(C(=O)O)o1,-1,-1,9,14,-14,8,-6,17,14
COc1ccc(C)cc1S(=O)(=O)NCC(c1cccnc1)N1CCc2ccccc2C1 (stereo not given),-2,2,1,-7,2,-5,3,-3,-1
Cc1c(Cl)cccc1-n1c(SCC(=O)N(C)Cc2ccccc2)nnc1-c1ccncc1,0,3,9,8,3,8,9,8,12
O=C(NC1CC1)C1=C[C@H](c2ccc(C(F)(F)F)cc2)C[C@H](OCc2ccc(CO)cc2)O1,7,-4,0,8,-1,1,18,2,1
CCOC(=O)/C=C/C(=O)Nc1ccc(S(=O)(=O)N2CCCCCC2)cc1,3,0,-8,4,-9,-6,-5,9,5
O=C(Cc1nnc(NC(=O)Nc2ccc(F)cc2)s1)Nc1ccccc1,-5,-6,-16,-7,-8,-3,-6,-14,-8
CCOC(=O)CNC(=O)Cn1cnc2c(nnn2-c2cccc(Cl)c2)c1=O,2,-1,5,5,11,3,-5,2,0
O=C(Nc1ccccc1)c1ccc(Br)c(S(=O)(=O)Nc2cccnc2)c1,3,0,-6,-2,-1,-11,-1,-13,-6
Cc1ncc([N+](=O)[O-])n1CCOC(=O)NC(Nc1ccc(F)cc1)C(Cl)(Cl)Cl (stereo not given),-2,1,1,6,-1,1,-2,4,-1
CC1CCCc2sc3ncn(N)c(=N)c3c21 (stereo not given),5,-2,3,0,12,5,-2,-1,-2
CCOC(=O)C1(CCOc2ccccc2)CCN(Cc2ccc(OCCO)cc2)CC1,0,-2,1,3,7,5,5,-5,-5
COCCn1c(SCC(=O)Nc2ccc(C(C)=O)cc2)nc2c([nH]c3ccccc32)c1=O,-2,-3,-11,3,-6,-1,-4,0,2
CCCCN1CC(=O)N2[C@H](c3ccc(OC)cc3)[C@@H]3C(=O)N(CC)C(=O)[C@@H]3[C@]2(Cc2ccccc2)C1=O,-3,3,13,3,8,3,-2,7,4
COc1ccc(C(=O)NCc2ccc3c(c2)cc(C)n3C)cc1OC,4,3,6,3,8,7,1,11,7
CC(C)C(C(=O)Nc1sc2c(c1C#N)CCCCC2)N1C(=O)c2ccccc2C1=O (stereo not given),-1,-2,8,4,6,6,-8,6,-3
COc1ccc(-c2cc(C(F)(F)F)n3ncc(C(=O)N(C)Cc4ccccc4)c3n2)cc1,-1,-4,-2,.,-15,.,0,4,.
CCCCN(CC)CCNC(=O)c1cc2c(=O)n(C)c3ccccc3c2n1C,-1,4,-5,0,8,1,2,3,0
COc1ccc(C(=O)Nn2c(C)nc3ccccc3c2=O)cc1,-4,-1,-4,4,-2,3,-2,1,-1

# Only part of the results is shown, so the mix of outcomes need not match the whole.
